Screening results: PubChem BioAssay, National Center for Advancing Translational Sciences (NCATS)
ALDH1A1 inh = qHTS Assay for Inhibitors of Aldehyde Dehydrogenase 1 (ALDH1A1); Purified ALDH1A1, NADH fluorescence, propionaldehyde substrate; Potency, µM (doses to about 75.3 µM), for inactives: at the highest dose activity, negative = inhibition, actives largely listed as inhibitors; 7.3% of 220,000 active; AID 1030, 2008; active means well fitted inhibition curve with a large enough effect, not every such curve was filed as active; inconclusive means small, poorly fitted or top-dose-only effect, or another doubt; inactive means no such curve, though single readings can be large or run the other way;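 further: plate controls were no enzyme wells and a reference inhibitor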
RECQ1 helicase = qHTS Assay for Inhibitors of RecQ-Like Dna Helicase 1 (RECQ1). ATP-dependent DNA helicase Q1 (Homo sapiens), P46063. RECQ1 DNA unwinding, red fluorescence kinetic read. Potency, µM (titrated, usually from 57.3 µM), without a hit: at the highest dose activity, negative = inhibition, most hits filed as inhibitors. 0.54% of 240,000 active. AID 2549, 2010;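 further: plate controls were vehicle for no effect and no enzyme for full effect; nearly all actives have a fitted effect of over 30% in size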
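RECQ1T1 50 nM; forked duplex (20 bp + 30-nt ss tails) 200 nM, ATP 2 mM final; pH 8.0, 2 mM MgCl2, 2.5 ug/ml poly(dI-dC); 15 min compound preincubation; discontinuous kinetic read over 2 h at RT.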
KDM4E inh = qHTS Assay for Inhibitors of Human Jumonji Domain Containing 2E (JMJD2E); Lysine-specific demethylase 4E (Homo sapiens), B2RXH2; JMJD2E catalytic domain, FDH-coupled NADH fluorescence (FDH is formaldehyde dehydrogenase); Potency, µM (doses to about 57.1 µM), for inactives: top-dose activity change, negative = inhibition, actives largely listed as inhibitors; 1.6% of 230,000 active; AID 2147, 2009; active means well fitted inhibition curve with a large enough effect, not every such curve was filed as active; inconclusive means small, poorly fitted or top-dose-only effect, or another doubt; inactive means no such curve, though single readings can be large or run the other way;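 further: 0% = wells with enzyme and -100% = buffer wells without enzyme; nearly all actives have a fitted effect of over 50% in size; many of its hits are not listed in these tables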
Target sequence (B2RXH2 1-337 limits assumed): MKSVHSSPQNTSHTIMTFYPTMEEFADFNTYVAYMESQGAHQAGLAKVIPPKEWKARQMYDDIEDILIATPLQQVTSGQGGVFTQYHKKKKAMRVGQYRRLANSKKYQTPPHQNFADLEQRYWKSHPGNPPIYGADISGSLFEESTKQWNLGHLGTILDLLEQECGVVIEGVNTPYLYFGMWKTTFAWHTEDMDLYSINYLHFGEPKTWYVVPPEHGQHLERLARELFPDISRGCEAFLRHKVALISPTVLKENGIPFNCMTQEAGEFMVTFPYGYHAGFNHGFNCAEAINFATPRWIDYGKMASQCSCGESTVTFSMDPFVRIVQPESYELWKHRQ
SMN2 splice enh = qHTS Assay for Enhancers of SMN2 Splice Variant Expression; HEK293 SMN2-luciferase splicing reporter, luminescence, 30-36 h; Potency, µM (highest dose often 46.1 µM), inactives show top-dose activity change, positive = activation, usual class: activators; 2.8% of 210,000 active; AID 1458, 2008; further: % of control where 0% means no effect; nearly all actives have a fitted effect of over 55% in size
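HEK293 cells carry an SMN2 […]–luciferase reporter in which exon 7 inclusion puts luciferase in frame. Cells were plated 10-12 h before compound addition, then incubated 30-36 h at 37C. ONE-Glo luminescence was read; sodium butyrate at 4.5 mM final served as control.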
TRb SRC2 PPI = qHTS for Inhibitors of the Interaction of Thyroid Hormone Receptor and Steroid Receptor Coregulator 2; TRbeta-SRC2 peptide binding, fluorescence polarization; receptor liganded with 1 µM T3; Potency, µM (highest dose often 106 µM), without a hit: at the highest dose activity change, negative = inhibition, hits mostly inhibitors; 0.065% of 280,000 active; Thyroid hormone receptor beta (Homo sapiens), P10828;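 further: plate controls were bound peptide for no effect and peptide without receptor for full effect; nearly all actives have a fitted effect of over 50% in size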
Target sequence (P10828 whole entry, looked up): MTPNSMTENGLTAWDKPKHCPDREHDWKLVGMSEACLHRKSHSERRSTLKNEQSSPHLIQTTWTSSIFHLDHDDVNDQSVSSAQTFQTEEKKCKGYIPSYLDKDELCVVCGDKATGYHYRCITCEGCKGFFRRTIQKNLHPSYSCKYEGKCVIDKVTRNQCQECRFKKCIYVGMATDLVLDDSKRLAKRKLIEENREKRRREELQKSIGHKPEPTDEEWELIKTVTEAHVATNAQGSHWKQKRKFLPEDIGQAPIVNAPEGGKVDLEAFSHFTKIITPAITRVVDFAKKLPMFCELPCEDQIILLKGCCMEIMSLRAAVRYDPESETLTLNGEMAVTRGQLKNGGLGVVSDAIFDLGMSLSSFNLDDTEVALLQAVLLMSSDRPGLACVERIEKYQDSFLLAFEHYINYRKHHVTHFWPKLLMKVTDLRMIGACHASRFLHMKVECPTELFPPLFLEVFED
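Decrease in fluorescence polarization of 20 nM Texas Red SRC2 coactivator peptide flagged inhibition of its binding to 0.6 uM TRb LBD; 1 uM T3 included, incubation 5 hr, ex 555/em 632 nm.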
GoLoco inh red = qHTS Assay for Inhibitors of RGS12 GoLoco Motif Activity (Red Fluorophore); Guanine nucleotide-binding protein G(i) subunit alpha-1 (Homo sapiens), P63096; Gai1:RGS12 GoLoco peptide FP, rhodamine, 10 min; Potency, µM (top dose mostly 61.6 µM), for inactives: at the highest dose activity, negative = inhibition, most hits filed as inhibitors; 0.44% of 230,000 active; AID 880, 2007; active means well fitted inhibition curve with a large enough effect, not every such curve was filed as active; inactive means no such curve, though single readings can be large or run the other way; further: on the % scale 0 is the no-effect control and ±100 the full control effect; nearly all actives have a fitted effect of over 30% in size; many of its hits are not listed in these tables
LMNA splice mod = qHTS Assay for Modulators of Lamin A Splicing; 0.01% of 200,000 active; HeLa LMNA splicing GFP/RFP minigene ratio, 48 h; AID 1487, 2009; Potency, µM (top dose mostly 46.1 µM), for the others: top-dose ratio change, negative = inhibition, most hits filed as inhibitors; active means well fitted inhibition curve with a large enough effect in the signal ratio, with a control signal flat, not every such curve was filed as active; inconclusive means small, poorly fitted or top-dose-only effect, or effect the other way, or a change in a side signal; the % refers to the signal ratio; further: on the % scale 0 is the no-effect control and ±100 the full control effect
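Read-out is the ratio of GFP to DsRed2 object intensity, acquired by 488 nm laser-scanning cytometry on HeLa lamin A-EGFP minigene reporter cells. Compound incubation 48 hrs at 37 °C in Opti-MEM with 2% FBS; DMSO 0.5% final.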
TR SRC2 fluor cs = Total Fluorescence Counterscreen for Inhibitors of the Interaction of Thyroid Hormone Receptor and Steroid Receptor Coregulator 2. TRb/SRC2 Texas Red total fluorescence interference. Potency, µM (series often up to 106 µM), without a hit: at the top dose fluorescence change, negative = quenching. 0.29% of 280,000 active. AID 1479, 2009; active means well fitted curve in either direction with a large enough effect; inconclusive means small, poorly fitted or top-dose-only effect; further: on the % scale 0 is the no-effect control and ±100 the full control effect
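Human TRβ ligand-binding domain (0.6 uM) and Texas Red SRC2 peptide (20 nM) in Tris buffer with 1 uM T3 and 5% DMSO were incubated with pinned compound for 5 hr at ambient temperature. Total fluorescence was computed as S + 2P (555/632 nm).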
The depositor's hits bear a star; i = inactive; u = inconclusive; x = no result given; [ ] = dose if it differs, or a comment. Unless noted, the call rests on the fitted dose curve; in most records, active means well fitted curve in the direction sought with a large enough effect; inconclusive means small, poorly fitted or top-dose-only effect, or another doubt; inactive means no such curve, though single readings can be large; an effect the other way counts as inactive or inconclusive. Potency means the concentration at half of the fitted maximal effect. Some of the compounds tested (hit frequency here may not be typical).

Under each structure: LMNA splice mod	TR SRC2 fluor cs	TRb SRC2 PPI	ALDH1A1 inh	RECQ1 helicase	SMN2 splice enh	KDM4E inh	GoLoco inh red
> COc1ccc(N2CCN(Cc3nc4c(c(=O)n(C)c(=O)n4C)n3Cc3cccc(C)c3)CC2)cc1
→ -3.7%	1.3%	-11.2%	u	i	-11.5%	-6.0%	-28.7%
> CCOc1cc(NC(=S)NCc2ccco2)c(OCC)cc1NC(=O)C1CC1
→ 0.3%	5.1%	-5.1%	6.8%	-15.1%	-3.4%	6.1%	2.5%
> O=C(/C=C/Nc1nccs1)C(F)(F)Cl
→ x	-2.6%	-5.5%	u	14.7%	-7.3%	-2.9%	184.7%[activator]
> COc1ccc(NC(=O)c2oc3ccccc3c2NC(=O)c2ccc3c(c2)OCO3)cc1
→ -10.0%	-7.3%	4.9%	u	-4.9%	23.5%	u	10.8%
> N/C(=N\OC(=O)N1CCOCC1)c1ccc(Br)cc1
→ x	-1.7%	-6.0%	-3.8%	i	-65.9%[inhibitor]	4.1%	-9.2%
> COc1ccc(OCC(=O)N(Cc2ccco2)C2CCS(=O)(=O)C2)cc1 (stereo not given)
→ x	-2.0%	12.8%	x	-0.3%	x	7.1%	-0.1%
> CC(NC(=O)COC(=O)C1=COCCO1)C12CC3CC(CC(C3)C1)C2 (stereo not given)
→ 14.5%[46 µM]	0.5%	-0.3%	-6.9%	i	12.7%	10.7%	13.1%
> COc1ccc2nc(Cl)c(C3CC(c4ccco4)=NN3C(=O)CCC(=O)O)cc2c1 (stereo not given)
→ -6.1%	-1.9%	-9.4%	-107.4%	-2.3%	-11.8%	0.1%	-12.5%
> O=C(N/N=C/C=C\c1ccccc1[N+](=O)[O-])c1cccnc1
→ x	-1.9%	1.6%	x	i	x	-2.0%	7.0%
> CC(C)CNC(=S)NNC(=O)c1ccc2c(c1)OCO2
→ -5.9%	-2.2%	-10.2%	8.2%	i	u	-3.6%	7.0%
> CC(C)N(C(=O)CSc1nc2c([nH]1)c(=O)n(C)c(=O)n2C)c1ccccc1
→ -3.5%	-2.5%	-1.5%	u	5.3%	0.2%	-6.0%	-2.5%
> COc1ccc(CCN2C(=O)CC(Cc3ccccc3)C2=O)cc1OC (stereo not given)
→ x	-4.0%	-0.3%	x	i	x	5.8%	2.7%
> CCCN(CC(=O)c1cc(C)n(C)c1C)S(=O)(=O)c1cccc(C(F)(F)F)c1
→ u	-1.9%	-4.2%	8.5%	-9.9%	-15.9%	1.5%	4.3%
> Cc1ccc(-c2nc3ncccc3o2)cc1NC(=O)c1sc2ccccc2c1Cl
→ 4.1%	2.3%	1.4%	5.6%	-5.8%	-15.4%	2.2%	-5.8%
> Cc1nc2ccccc2nc1OCc1cccc([N+](=O)[O-])c1
→ 4.8%[46 µM]	2.2%	4.4%	3.9%	i	-9.1%	-10.2%	8.6%
> COc1ccc(OCC(O)CNC(=O)c2cccs2)cc1 (stereo not given)
→ x	-2.4%	-9.4%	x	-0.4%	x	2.0%	0.7%
> Cc1nn2c(-c3ccccn3)ccnc2c1Br
→ 13.8%[1.84 µM]	-0.1%	5.5%	3.4%	-2.1%	-0.1%	-1.8%	4.5%
> Cc1ccccc1NC(=O)CCN1CCc2ccccc2C1
→ x	-9.2%	0.9%	-8.0%	0.2%	x	-31.7%	7.2%
> Fc1ccc(OCCCCCCN2CCCC2)cc1
→ u	-2.6%	7.1%	-3.2%	-12.2%	4.5%	-1.6%	10.8%
> CCCN(C#N)c1nc(NCC)nc(NC(C)C)n1
→ 13.3%	-0.8%	-0.7%	10µM*	i	-9.9%	8.5%	1.7%
> COc1cc(/C=C/C(=O)O)cc(S(=O)(=O)N(C)CCO)c1OC
→ 13.9%	1.3%	11.2%	u	-3.4%	19.8%	u	-2.1%
> COc1ccc2c(c1)O[C@@H](c1cccc(C(F)(F)F)c1)[C@H](OC(=O)NS(=O)(=O)c1ccc(C)cc1)C2=O
→ x	-1.8%	4.5%	15.7%	-1.7%	-1.1%	u	1.9%
> Cc1cc(/C=N\O)c(C)n1-c1ccncc1
→ -10.2%	-2.5%	-8.3%	7.3%	-9.2%	16.7%	-5.6%	-25.7%
> CSc1ccccc1NC(=O)CN(C)S(=O)(=O)c1ccc(F)cc1
→ -5.2%	-4.7%	-3.3%	u	-14.9%	-34.6%[inhibitor]	u	-6.7%
> O=C1CC(Sc2ccc(Cl)cc2)C(=O)N1c1ccc2c(c1)OCCO2 (stereo not given)
→ x	0.6%	-3.7%	x	-6.1%	x	2.9%	3.8%
> Cc1cccc(NC(=O)c2ccccc2C(=O)O)c1
→ -11.4%	-1.9%	-17.1%	17.4%	1.4%	7.6%	-3.3%	6.5%
> CCOC(=O)C1=C(C)NC2=C(C(=O)CCC2)C1c1ccc(N(C)C)cc1 (stereo not given)
→ -4.9%	-4.8%	-2.1%	28.2µM*	1.2%	x	u	-13.7%
> CC(C)(C)c1ccc(OCC(=O)N2CCN(C=O)CC2)cc1
→ -5.3%	-1.3%	-0.2%	4.9%	-1.8%	4.7%	6.4%	-2.8%
> COc1ccccc1N1CCN(S(=O)(=O)c2cccc(F)c2)CC1
→ -10.3%	1.9%	-16.8%	4.2%	i	13.1%	6.0%	-4.4%
> Cc1ccc(CS(=O)(=O)CCC(=O)NCC2CCCO2)cc1 (stereo not given)
→ -13.1%	-1.5%	-1.0%	u	0.2%	26.2%	-1.9%	-1.2%

One compound at a time (already shown). Order of values: LMNA splice mod, TR SRC2 fluor cs, TRb SRC2 PPI, ALDH1A1 inh, RECQ1 helicase, SMN2 splice enh, KDM4E inh, GoLoco inh red
Listed for Fc1ccc(OCCCCCCN2CCCC2)cc1 = u, -2.6%, 7.1%, -3.2%, -12.2%, 4.5%, -1.6%, 10.8%
Listed for O=C(/C=C/Nc1nccs1)C(F)(F)Cl = x, -2.6%, -5.5%, u, 14.7%, -7.3%, -2.9%, 184.7%[activator]

Next compounds follow:
Under each structure: LMNA splice mod	TR SRC2 fluor cs	TRb SRC2 PPI	ALDH1A1 inh	RECQ1 helicase	SMN2 splice enh	KDM4E inh	GoLoco inh red
> CCOCc1nnc(NC(=O)CSc2ccccc2)s1
→ -1.6%	-2.0%	-6.8%	-4.8%	-0.8%	5.8%	5.3%	7.9%
> Cc1cc(NC(=O)CCC(=O)N(C2CC2)C2(C(=O)NC3CCCC3)CCC(C)CC2)no1 (stereo not given)
→ -4.4%	-4.3%	-2.0%	8.3%	-7.6%	17.1%	2.7%	-10.2%
> CCOC(=O)N1CCN(C(=O)c2ccc3c(=O)n(CCC4=CCCCC4)c(=O)[nH]c3c2)CC1
→ u	-1.5%	-4.5%	6.31µM*	-0.9%	-22.1%	6.2%	-2.6%
> OCCN(CCO)c1ccc2ccccc2c1
→ 1.6%[46 µM]	-0.6%	3.5%	u	-1.3%	-24.2%	u	-10.9%
> CC1=C(C)CC(C(=O)N2CCN(Cc3ccc4c(c3)OCO4)CC2)C(C(=O)O)C1 (stereo not given)
→ 16.0%[46 µM]	-0.7%	-5.6%	u	21.9%	2.3%	1.3%	9.8%
> CCOC(=O)CNC(=O)CSc1nc(C)cc(C)c1C#N
→ 3.2%	1.3%	-3.9%	7.1%	-9.0%	-5.0%	-2.0%	12.0%
> Cc1cc(C(=O)OC(C(=O)Nc2ccc(C)c(Cl)c2)c2ccccc2)c(C)o1 (stereo not given)
→ u	-8.0%	2.7%	1.3%	-16.4%	-8.6%	-2.6%	-0.6%
> O=S(=O)(c1cccc(-c2n[nH]c(=S)n2Cc2ccccc2)c1)N1CCOCC1
→ x	-4.9%	0.3%	x	-6.9%	x	-12.0%	8.2%
> CN(C)C(=O)c1ccc(COc2ccccc2Br)o1
→ u	-0.2%	5.7%	1.7%	-5.6%	8.91µM*	1.0%	5.7%
> O=C(c1ccccc1)N1CCCCC(Sc2nnnn2-c2ccccc2)C1=O (stereo not given)
→ -1.1%	2.5%	0.8%	3.55µM*	-4.6%	4.1%	-9.5%	-6.6%
> CCC(C)n1c(=N)c(C#N)cc2c(=O)n3cccc(C)c3nc21 (stereo not given)
→ x	2.3%[53 µM]	4.2%[53 µM]	-0.8%	-11.5%	x	3.6%	-29.0%
> O=c1cc(-c2ccccc2)nc2nc(-c3ccco3)[nH]n12
→ 14.9%	-3.8%	-23.1%	u	25.1µM*	u	u	8.2%
> CCn1nc(C(=O)Nc2cccc3ccccc23)c(Cl)c1Cl
→ 12.5%	-2.2%	0.6%	u	-8.5%	-16.4%	u	3.5%
> O=C(CNS(=O)(=O)c1ccccc1)OCC(=O)c1ccc([N+](=O)[O-])cc1
→ -12.2%	-0.6%	-2.5%	1.12µM*	-18.8%	-11.9%	3.9%	1.5%
> O=C(CSc1ncn[nH]1)NCCc1ccccc1
→ 27.9%	-1.9%	-2.2%	0.3%	-3.5%	-1.7%	-14.3%	2.8%
> O=C(CSc1nc2nc(-c3cccs3)cc(C(F)(F)F)c2c(=O)[nH]1)Nc1ccc(F)c(F)c1
→ u	-2.4%	3.6%	u	-23.4%	-61.2%[inhibitor]	u	20.5%
> COc1ccc(CNC(=O)Nc2ccc(C)c(C)c2)cc1
→ x	-3.9%	-4.6%	4.7%	i	-1.2%	0.0%	2.5%
> O=C(CCS(=O)(=O)c1ccc(Br)s1)Nc1ccccc1Br
→ x	-1.4%	8.5%	-8.3%	i	4.4%	-19.2%	-8.4%
